DNMT1 block – DNMT1 (human) enzyme inhibition | 0.83% of 360,000 active | P26358 | inhibition (reported as % activation of signal), % at 10 µM | DNMT1 molecular beacon, Hinp1I cleavage, fluorescence; in the data active = inhibition above about 50%
NadD block – inhibitors of Staphylococcus aureus NadD; purified NadD enzyme, colorimetric absorbance read-out; inhibition, % at 20 µM; 0.78% of 360,000 active; in the data active = inhibition above about 26%; note: some compounds past the cut are filed as inactive
Scp-1 inhibitor – inhibitors of human Scp-1 phosphatase; inhibition, % at 20 µM; Q9GZU7; Recombinant Scp1, phosphopeptide, malachite green phosphate absorbance; AID 493091; 0.88% of 340,000 active;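 active = inhibition above about 50% at 20 µM, limit read from the data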;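 note: plate controls were DMSO wells with enzyme for no effect and wells lacking enzyme for full effect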
Target sequence (Q9GZU7 76-261 limits assumed): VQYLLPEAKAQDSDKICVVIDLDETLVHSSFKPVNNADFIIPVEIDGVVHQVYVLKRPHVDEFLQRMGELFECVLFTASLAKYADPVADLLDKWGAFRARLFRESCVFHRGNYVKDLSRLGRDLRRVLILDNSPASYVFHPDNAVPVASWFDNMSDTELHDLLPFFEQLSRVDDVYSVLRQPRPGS
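Material – SCP-1 phosphatase catalytic domain, residues 76-261 · Buffer or medium – Acidic Tris acetate buffer with magnesium and detergent · Also added – Phospho 17-mer peptide substrate · Compound – single 20 µM dose, 1% DMSO · Times – 45 min room-temperature reaction, 5 min colour, 30 min stabiliser · Technique – Phosphate-binding colour reagent, absorbance read at 630 nm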
SKN-1 inh – inhibitors of C. elegans SKN-1; AID 624304; C. elegans VP596 Pgst-4::GFP/RFP ratio, acrylamide-induced, 24 h; 0.49% of 360,000 active; inhibition, % at 21.8 µM;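 active = interference check ratio from 0.5 to 1.5 plus GFP to RFP signal ratio inhibition reaching or exceeding a fixed threshold, cut at about 30% in these data, passing the limit was not always enough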; note: some compounds called inactive have numbers as strong as hits
LMPTP inh – LMPTP (human) inhibition; 0.22% of 360,000 active; P24666; AID 651560; inhibition, % at 20 µM; recombinant LMPTP-A, OMFP fluorogenic substrate, fluorescence intensity;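 active = compounds that cut the enzyme signal by at least half of the control window in the single-dose screen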;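 note: plate controls were DMSO wells with enzyme plus substrate for no effect and substrate without enzyme for full effect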
Target sequence (P24666 whole entry, looked up): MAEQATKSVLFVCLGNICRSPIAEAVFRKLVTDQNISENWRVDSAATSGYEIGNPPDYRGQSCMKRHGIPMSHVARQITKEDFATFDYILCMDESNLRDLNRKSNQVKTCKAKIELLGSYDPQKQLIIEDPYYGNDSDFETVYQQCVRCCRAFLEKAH
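Assay system: LMPTP-A enzyme. Input: 0.625 nM LMPTP-A final. Probe or stimulus: 400 µM OMFP. Compound dosing: single 20 µM dose. Schedule: 50 min dark incubation at room temperature. Detection: fluorescence intensity of OMFP turnover product. Read-out: percent inhibition versus substrate-only and uninhibited controls. Benchmarks: no-enzyme low control, uninhibited high control.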
Neddyl block – cullin neddylation inhibition; P61081+Q13564; TR-FRET cullin neddylation, biochemical; calls only at 25 µM; 0.58% of 360,000 active; AID 651699; in the data active = inhibition above about 36%
Target sequence (P61081 whole entry, looked up): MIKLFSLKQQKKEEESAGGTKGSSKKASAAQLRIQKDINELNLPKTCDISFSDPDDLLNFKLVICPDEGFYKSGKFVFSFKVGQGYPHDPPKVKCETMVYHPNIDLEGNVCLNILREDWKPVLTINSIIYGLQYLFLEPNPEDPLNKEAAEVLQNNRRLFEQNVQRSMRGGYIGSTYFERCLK
Target sequence (Q13564 whole entry, looked up): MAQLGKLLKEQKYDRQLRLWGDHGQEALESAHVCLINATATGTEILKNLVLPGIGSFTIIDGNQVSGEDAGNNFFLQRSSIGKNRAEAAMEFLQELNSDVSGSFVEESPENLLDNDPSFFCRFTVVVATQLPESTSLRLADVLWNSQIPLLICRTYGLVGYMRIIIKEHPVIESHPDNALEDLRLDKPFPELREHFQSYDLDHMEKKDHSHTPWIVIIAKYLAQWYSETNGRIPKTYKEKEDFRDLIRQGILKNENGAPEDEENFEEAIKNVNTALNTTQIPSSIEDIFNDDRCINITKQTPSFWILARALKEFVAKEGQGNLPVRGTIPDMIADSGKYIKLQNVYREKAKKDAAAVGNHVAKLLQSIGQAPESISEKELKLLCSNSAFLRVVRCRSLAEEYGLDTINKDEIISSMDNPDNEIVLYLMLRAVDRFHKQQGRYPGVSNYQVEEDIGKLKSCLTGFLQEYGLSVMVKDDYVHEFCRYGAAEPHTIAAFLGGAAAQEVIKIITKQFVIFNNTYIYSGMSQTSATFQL
TbMetRS inhib – blocks T. brucei methionyl-tRNA synthetase activity; purified T. brucei MetRS, ATP depletion, Kinase-Glo luminescence; inhibition, % at 11.9 µM; 0.4% of 360,000 active;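 active = inhibition above a per-plate cutoff of the control wells' mean inhibition plus 3 SD, cut at about 5.5% in these data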;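 note: 0% = DMSO wells median and 100% = median of wells with control inhibitor compound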
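assay system = parasite MetRS enzyme | timing = 15 min preincubation, 2 h reaction, all 25 °C | evaluation = percent inhibition relative to median high and low control wells | medium = HEPES buffer containing pyrophosphatase, BSA, spermine, DTT | compound = single dose, 11.9 µM final nominal, 0.9% final DMSO | detection = Kinase-Glo luminescence, ATP depletion format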
CendR NRP1 mod – NRP-1/CendR interaction modulation; inhibition, % at 25 µM; FAM-RPARPAR peptide binding to NRP-1, fluorescence polarization; 0.85% of 360,000 active;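 active = inhibition or corrected inhibition above about 18%, plus a signal ratio from 0.5 to 1.5, limit read from the data, passing the limit was not always enough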; note: strong numbers were not always called active
SUMO1 PPI mod – SUMO1-SIM interaction modulation; P63165; SUMO1 binding to a labelled peptide, TR-FRET, 1 h; 0.33% of 360,000 active; inhibition, % at 20 µM; in the data active = inhibition above about 37%
STEP block – blocks human striatal-enriched tyrosine phosphatase; inhibition, % at 20 µM; P54829; recombinant STEP, OMFP fluorogenic substrate, fluorescence; 0.25% of 360,000 active;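 active = inhibition at 20 µM, scaled per plate between control wells, above about 37%, limit read from the data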;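 note: 0% = DMSO with enzyme and substrate and 100% = substrate only without enzyme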
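System: isolated STEP enzyme; schedule: 20 min enzyme reaction at room temperature, protected from light; medium: Bis-Tris buffer pH 6.0, 2.5 mM DTT, 0.005% Tween 20; signal: fluorescence, 480/540 nm; dosing: single compound dose of 20 µM, 1% DMSO final; also added: OMFP substrate, 25 µM final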
Starred values were filed as active, the others as inactive; i = inactive.

SMILES	DNMT1 block	NadD block	Scp-1 inhibitor	SKN-1 inh	LMPTP inh	Neddyl block	TbMetRS inhib	CendR NRP1 mod	SUMO1 PPI mod	STEP block
CC1CCN(C(=O)c2ccc(S(=O)(=O)Cc3ccccc3F)c([N+](=O)[O-])c2)CC1	2.1	-5.2	-9.1	-3.7	-0.8	i	-0.9	-3.0	-20.5	1.2
COc1ccc2cc(C(=O)Nc3ccc(Cl)cc3)sc(=O)c2c1OC	57.0*	-2.9	92.1*	16.0	0.5	i	-0.7	-8.2	-2.2	59.3*
CCN(CC)C(=O)CSC1c2ccccc2C(=O)N1c1ccccc1 (stereo not drawn)	0.1	-5.9	-6.5	14.1	-0.6	i	-0.6	8.2	-2.1	0.4
CCOc1ccc(C(=O)CCC(=O)NCC(=O)Nc2c(C)cccc2C)cc1	-3.8	1.7	-0.1	8.3	-0.8	i	-0.1	-1.2	2.8	-2.5
CC(C)NC(=O)NC(=O)COC(=O)/C=C/c1ccccc1[N+](=O)[O-]	-2.3	0.1	18.6	3.6	0.5	i	0.2	-1.7	-15.2	-9.9
CCCCOc1ccc(C(=O)Nn2c(-c3cccs3)nc3ccccc3c2=O)cc1	9.1	7.4	-3.7	0.8	0.2	i	-0.3	-8.7	27.1	2.4
COC(=O)c1sc(SC)c(S(=O)(=O)C(C)C)c1N	1.9	-4.4	-3.1	-2.1	-1.9	i	2.1	3.3	-8.0	-2.3
COc1ccc(CC(=O)N/N=C(\C)c2cccs2)cc1	1.3	-2.5	0.1	3.9	0.4	i	0.1	-8.0	-9.8	-1.9
COC(=O)Nc1sc2c(c1C(=O)N1CCOCC1)CCC(C)C2 (stereo not drawn)	-2.5	-3.7	-0.3	0.8	0.1	i	-0.4	5.0	-0.7	-0.6
c1ccc(CSc2nccc(-c3ccco3)n2)cc1	-1.2	3.5	3.5	43.4*	2.1	i	-0.5	-34.3	-0.8	1.5
Cc1cc(-c2csc3ncnc(N4CCN(C)CC4)c23)cc(C)c1C	-2.5	-4.7	3.5	-10.7	-0.2	i	-1.2	-1.6	1.4	-0.6
Cc1csc(NC(=O)CS(=O)(=O)Cc2ccccc2)n1	-1.0	4.5	1.7	6.1	-0.2	i	0.1	5.2	0.2	0.2
Nc1nc(SCC(=O)Nc2ccccc2)[nH]c(=O)c1NC(=O)c1cccs1	0.8	-2.9	-6.5	6.3	-1.6	i	-0.2	-1.3	5.8	-1.8
O=C(O)c1ccc(CN2C(=O)c3ccccc3S2(=O)=O)cc1	0.5	5.8	-3.2	-10.3	-3.7	i	-1.1	-7.6	1.1	0.6
Cc1nc2ccccc2c2c1CC(C(C)(Cl)Br)O2 (stereo not drawn)	-0.5	-8.5	-4.1	13.3	6.4	i	-0.9	-4.1	-3.3	-4.0
Cc1cc2ccccc2n1CCNC(=O)C(C)(C)C	-5.7	1.0	-1.2	43.9	-1.3	i	-0.5	11.7	-21.3	-2.4
CCOc1ccccc1OCC(=O)NN1Cc2ccccc2C1=N	2.8	-1.0	0.5	15.8	-0.1	i	0.0	19.1*	-1.2	9.7
Cn1c(C(=O)OCC(=O)NCc2ccc(F)cc2)cc2occc21	-1.4	-1.1	1.0	-16.2	1.2	i	-0.4	-5.3	1.8	0.3
CCCCNC(=O)CNC(=S)N(Cc1ccccc1)Cc1cccnc1	-1.2	-2.0	-9.0	1.9	1.9	i	0.0	-16.1	-2.7	1.5
CCOc1ccc(NC(=O)CSc2nc(=O)n(CCCN3CCOCC3)c3c2CCC3)cc1	-0.4	-1.0	-6.2	10.0	-0.9	i	0.0	8.2	0.7	0.4

Another view of some results above:
Molecule,DNMT1 block,NadD block,Scp-1 inhibitor,SKN-1 inh,LMPTP inh,Neddyl block,TbMetRS inhib,CendR NRP1 mod,SUMO1 PPI mod,STEP block
O=C(O)c1ccc(CN2C(=O)c3ccccc3S2(=O)=O)cc1,0.5,5.8,-3.2,-10.3,-3.7,i,-1.1,-7.6,1.1,0.6
Cc1nc2ccccc2c2c1CC(C(C)(Cl)Br)O2 (stereo not drawn),-0.5,-8.5,-4.1,13.3,6.4,i,-0.9,-4.1,-3.3,-4.0

Next section:
SMILES	DNMT1 block	NadD block	Scp-1 inhibitor	SKN-1 inh	LMPTP inh	Neddyl block	TbMetRS inhib	CendR NRP1 mod	SUMO1 PPI mod	STEP block
O=C(CCN1C(=O)c2ccccc2C1=O)Nc1cccc(O)c1	-6.9	1.2	-18.6	13.5	-0.1	i	-0.1	5.3	-5.2	1.9
COC(=O)c1cnc(Oc2ccc(NC(=O)NC(=O)c3c(F)cccc3Cl)cc2)cc1C(F)(F)F	-1.3	2.5	-11.4	-0.4	2.0	i	2.6	3.3	1.6	-0.5
COc1ccc(NC(=O)C(CC(=O)O)Cc2ccc(Cl)cc2)cc1 (stereo not drawn)	0.4	4.5	-2.0	-1.4	-0.2	i	-0.1	7.4	1.2	-0.5
Nc1nnc(SCC(=O)Nc2cccc(S(=O)(=O)N3CCCCC3)c2)s1	-0.1	3.0	5.8	2.8	-0.2	i	0.0	13.2	8.4	-2.9
CCOc1ccc(CCNC(=O)Cn2ccc3ccccc3c2=O)cc1OCC	1.0	-1.3	0.4	-4.5	-1.3	i	-0.7	9.6	0.1	0.1
COc1cc(C2NC(=O)NC(C)=C2C(=O)OC(C)C)ccc1OC(=O)c1ccco1 (stereo not drawn)	-3.8	-2.5	-5.9	-5.2	1.2	i	-0.1	-2.8	-1.1	1.8
CC1(C)CC(=O)N(c2cc(Cl)ccc2Cl)C(=O)C1	2.5	-0.3	-0.9	3.9	2.9	i	-1.0	11.5	2.6	2.8
C/C(=N/NS(=O)(=O)c1cc(C)ccc1C)c1ccc2c(c1)OCO2	0.4	0.9	-4.6	-8.0	1.3	i	-0.2	11.0	-0.2	-1.1
O=C(Nc1ncn[nH]1)c1cc(S(=O)(=O)Nc2cccc(C(F)(F)F)c2)ccc1Cl	1.6	8.2	-3.5	10.1	-1.8	i	-0.8	-4.4	4.9	-2.5
Cn1cc(S(=O)(=O)CC(=O)N2CCc3ccccc32)c2ccccc21	4.3	-1.5	6.0	-1.1	0.8	i	-1.5	-3.9	1.1	-5.1

Ten entries out of the list, sorted by count of non-hydrogen atoms, descending.
SMILES	DNMT1 block	NadD block	Scp-1 inhibitor	SKN-1 inh	LMPTP inh	Neddyl block	TbMetRS inhib	CendR NRP1 mod	SUMO1 PPI mod	STEP block
COC(=O)c1cnc(Oc2ccc(NC(=O)NC(=O)c3c(F)cccc3Cl)cc2)cc1C(F)(F)F	-1.3	2.5	-11.4	-0.4	2.0	i	2.6	3.3	1.6	-0.5
CCOc1ccc(NC(=O)CSc2nc(=O)n(CCCN3CCOCC3)c3c2CCC3)cc1	-0.4	-1.0	-6.2	10.0	-0.9	i	0.0	8.2	0.7	0.4
COc1cc(C2NC(=O)NC(C)=C2C(=O)OC(C)C)ccc1OC(=O)c1ccco1 (stereo not drawn)	-3.8	-2.5	-5.9	-5.2	1.2	i	-0.1	-2.8	-1.1	1.8
CCOc1ccc(CCNC(=O)Cn2ccc3ccccc3c2=O)cc1OCC	1.0	-1.3	0.4	-4.5	-1.3	i	-0.7	9.6	0.1	0.1
Nc1nnc(SCC(=O)Nc2cccc(S(=O)(=O)N3CCCCC3)c2)s1	-0.1	3.0	5.8	2.8	-0.2	i	0.0	13.2	8.4	-2.9
Cn1cc(S(=O)(=O)CC(=O)N2CCc3ccccc32)c2ccccc21	4.3	-1.5	6.0	-1.1	0.8	i	-1.5	-3.9	1.1	-5.1
Cn1c(C(=O)OCC(=O)NCc2ccc(F)cc2)cc2occc21	-1.4	-1.1	1.0	-16.2	1.2	i	-0.4	-5.3	1.8	0.3
O=C(CCN1C(=O)c2ccccc2C1=O)Nc1cccc(O)c1	-6.9	1.2	-18.6	13.5	-0.1	i	-0.1	5.3	-5.2	1.9
Cc1cc2ccccc2n1CCNC(=O)C(C)(C)C	-5.7	1.0	-1.2	43.9	-1.3	i	-0.5	11.7	-21.3	-2.4
CC1(C)CC(=O)N(c2cc(Cl)ccc2Cl)C(=O)C1	2.5	-0.3	-0.9	3.9	2.9	i	-1.0	11.5	2.6	2.8

(cont.)
SMILES	DNMT1 block	NadD block	Scp-1 inhibitor	SKN-1 inh	LMPTP inh	Neddyl block	TbMetRS inhib	CendR NRP1 mod	SUMO1 PPI mod	STEP block
Cc1cccc(-n2cnc(C(=O)Nc3cccnc3)c2)n1	1.7	-3.7	-10.4	-7.5	-1.1	i	-0.4	-12.9	1.2	-4.8
COc1cccc(-n2c(Cc3cc(=O)[nH]c(=O)[nH]3)nnc2SCC(=O)NC2CCCC2)c1	1.5	2.0	-4.1	7.5	-0.1	i	0.5	15.9	4.7	0.5
O=C(NNS(=O)(=O)c1ccccc1)c1cc2cc3ccccc3nc2s1	-0.1	5.0	-2.3	1.7	-0.3	i	3.4	0.9	1.3	1.3
Cc1ccc(S(=O)(=O)Nc2ccc(C(=O)N3CCN(c4ccccc4O)CC3)cc2)cc1[N+](=O)[O-]	-1.6	15.0	5.6	1.7	4.6	i	-0.7	7.1	-3.2	-0.3
Cc1nc(N)nc(N)c1Oc1ccc(Cl)cc1	0.7	-0.1	3.3	-4.7	38.5	i	0.3	0.7	0.7	0.9
CC(=O)Cc1cc(O)c2ccccc2c1OC(=O)c1ccc(Br)cc1	-6.4	-6.7	-19.9	12.9	2.6	i	-0.6	-10.7	0.5	-3.2
CC(C)CN(C(=O)CSc1ncnc2ccccc12)C1CCS(=O)(=O)C1 (stereo not drawn)	2.4	4.2	-1.7	-2.0	-0.4	i	-0.1	6.7	-3.3	-1.5
CC(C)Sc1nnc(NC(=O)c2ccc3c(c2)OCO3)s1	-1.0	-3.1	-2.4	3.4	1.0	i	0.0	10.7	2.8	-1.4
Cc1ccc(C)n1-n1cnc2sc(-c3ccccc3)cc2c1=O	-6.8	6.9	-5.6	1.4	0.6	i	-0.1	-9.0	-9.0	1.3
CCc1ccc2[nH]c(=O)c(CN(Cc3ccccc3OC)C(=O)Nc3ccccc3OC)cc2c1	-6.9	6.6	-6.5	-15.2	3.5	i	-1.0	-2.9	17.1	4.3
CC(C)N(Cc1ccccc1)S(=O)(=O)c1ccc2c(c1)NC(=O)CO2	-0.7	-5.9	-4.0	-11.6	-0.2	i	-0.2	7.9	1.7	-0.8
Cc1ccc(/C=C2/SC(=S)N(c3ccc(S(=O)(=O)Nc4nccs4)cc3)C2=O)cc1	-0.2	62.3*	-15.9	-23.9	-0.2	i	-1.3	-29.2	9.8	1.5
CC1CCCC(NC(=O)CSc2nnc(C(F)(F)F)n2C)C1C (stereo not drawn)	1.1	-0.8	-2.8	5.1	-1.1	i	0.0	0.7	0.2	-1.3
